M1 ag parental: counter-screen for M1 agonists: effect in parental CHO-K1 cells | activation, % at 3 µM | 360,000 tested, 0.48% active | AID 602248, 2012 | Fluo-8 calcium fluorescence; scaled to maximal ATP response, vehicle zero; in the data active = activation above about 15%;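 note: untransfected CHO-K1 host cells lacking M1 receptor as counterscreen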
CHRM4 antagonist: human M4 muscarinic receptor antagonists, primary screen, CHO cells, Fluo-8 calcium fluorescence; Muscarinic acetylcholine receptor M4 (Homo sapiens), P08173; CHO-hM4 cells, ACh EC80; inhibition, % at 3 µM; 360,000 tested, 0.73% active;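 active = inhibition above its plate's cutoff, the mean inhibition of sample wells plus 3 SD, cut at about 27% in these data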;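 note: 0% = acetylcholine EC80 with DMSO and 100% = DMSO without agonist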
Target sequence (P08173 whole entry, looked up): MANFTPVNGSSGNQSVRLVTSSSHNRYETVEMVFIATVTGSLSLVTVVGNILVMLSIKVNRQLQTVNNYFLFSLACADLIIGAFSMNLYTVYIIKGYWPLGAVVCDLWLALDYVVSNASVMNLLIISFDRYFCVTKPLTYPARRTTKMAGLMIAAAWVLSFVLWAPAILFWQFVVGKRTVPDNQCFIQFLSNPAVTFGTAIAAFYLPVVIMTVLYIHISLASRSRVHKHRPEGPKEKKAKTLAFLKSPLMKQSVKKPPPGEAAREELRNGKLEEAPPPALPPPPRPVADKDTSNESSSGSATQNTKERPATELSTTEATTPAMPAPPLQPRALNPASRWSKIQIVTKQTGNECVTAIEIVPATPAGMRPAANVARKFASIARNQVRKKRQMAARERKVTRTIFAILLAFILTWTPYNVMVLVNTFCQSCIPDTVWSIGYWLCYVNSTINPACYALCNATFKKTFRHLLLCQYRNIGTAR
CHO-K1 Ca antag: M1 antagonist counterscreen hit in parental CHO-K1 cells; ATP-induced calcium, Fluo-8 fluorescence; inhibition, % at 3 µM; AID 602250; 360,000 tested, 0.6% active;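 active = inhibition above a per-plate cutoff, the plate's mean sample inhibition plus 3 SD, cut at about 24% in these data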;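 note: 0% = DMSO plus EC80 ATP and 100% = DMSO alone without ATP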
M5 ag: human M5 muscarinic receptor agonists, primary screen, CHO-K1 cells, Fluo-8 calcium fluorescence. 360,000 tested, 0.19% active. CHO-K1 hM5 cells; 0% DMSO wells, 100% maximal acetylcholine response. Muscarinic acetylcholine receptor M5 (Homo sapiens), P08912. activation, % at 3 µM;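 active = activation above the run's mean over test compounds plus 3 SD, cut at about 23% in these data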;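 note: signal is peak over basal fluorescence ratio across the kinetic read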
Target sequence (P08912 whole entry, looked up): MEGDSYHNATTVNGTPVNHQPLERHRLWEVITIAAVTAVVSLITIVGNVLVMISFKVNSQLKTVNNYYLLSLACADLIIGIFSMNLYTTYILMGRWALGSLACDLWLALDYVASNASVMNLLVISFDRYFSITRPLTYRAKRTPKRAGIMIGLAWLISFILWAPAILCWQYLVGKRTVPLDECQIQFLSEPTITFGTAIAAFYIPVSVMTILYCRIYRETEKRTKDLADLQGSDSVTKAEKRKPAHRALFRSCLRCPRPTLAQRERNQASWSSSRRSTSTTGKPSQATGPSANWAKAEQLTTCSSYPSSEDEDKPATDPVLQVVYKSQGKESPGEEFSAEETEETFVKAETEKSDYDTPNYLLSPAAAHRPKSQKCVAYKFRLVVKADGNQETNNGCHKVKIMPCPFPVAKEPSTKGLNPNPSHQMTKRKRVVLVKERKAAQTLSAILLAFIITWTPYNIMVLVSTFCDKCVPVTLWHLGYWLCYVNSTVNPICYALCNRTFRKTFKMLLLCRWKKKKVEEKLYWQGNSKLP
M1 PAM parental: nonselective calcium activators in parental CHO-K1 cells, primary screen, counter-screen for M1 PAM project, cell-based, Fluo-8 calcium fluorescence, full deck, 1536-well; AID 602247, 2012; 360,000 tested, 0.02% active; ATP EC20; 0% at ATP EC20, 100% at ATP max; activation, % at 3 µM;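 active = activation above the run cutoff, the mean activation of all test compounds plus 3 SD, cut at about 40% in these data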;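 note: peak over basal fluorescence ratio in a 140 s read after ATP addition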
M5 PAM: human M5 muscarinic receptor positive allosteric modulators, primary screen, CHO-K1 cells, Fluo-8 calcium fluorescence | CHO-K1 hM5, ACh EC20 PAM; 0% = ACh EC20, 100% = ACh EC100 | 360,000 tested, 0.3% active | Muscarinic acetylcholine receptor M5 (Homo sapiens), P08912 | activation, % at 3 µM;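 active = activation above the run cutoff, the mean activation of all test compounds plus 3 SD, cut at about 18% in these data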
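system = human M5 receptor in CHO-K1 cells | reagent = EC20 acetylcholine as agonist stimulus | compound dosing = single-point, 3 µM nominal | incubation = Fluo-8 loading 80 min at 37 °C plus 30 min room temperature | detection = Fluo-8 calcium dye fluorescence, kinetic read | benchmarks = low control EC20 acetylcholine (0%), high control EC100 acetylcholine (100%)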
M4 ag: human M4 muscarinic receptor agonists, primary screen, CHO-K1 cells, Fluo-8 calcium fluorescence | AID 624127, 2012 | activation, % at 3 µM | 360,000 tested, 0.14% active | Muscarinic acetylcholine receptor M4 (Homo sapiens), P08173 | CHO-K1 hM4/Gqi5; vehicle 0%, full acetylcholine response 100%;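 active = activation above the run mean over all test wells plus 3 SD, cut at about 32% in these data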;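 note: peak over basal fluorescence ratio per well then scaled between controls; 0% = DMSO wells and 100% = acetylcholine at EC100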
CHRM4 PAM: human M4 muscarinic receptor positive allosteric modulators, primary screen, CHO-K1 cells, Fluo-8 calcium fluorescence. CHO-K1 hM4/Gqi5, ACh EC20; 0% = ACh EC20, 100% = maximal ACh. activation, % at 3 µM. 360,000 tested, 0.4% active;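 active = activation above its plate's cutoff, the mean activation of sample wells plus 3 SD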; note: some results filed as inactive read as strong as hits
M5 antag: human M5 muscarinic receptor antagonists, primary screen, CHO cells, Fluo-8 calcium fluorescence. Muscarinic acetylcholine receptor M5 (Homo sapiens), P08912. CHO-hM5 cells, ACh EC80. inhibition, % at 3 µM. 360,000 tested, 0.59% active;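 active = inhibition above a per-plate cutoff, the mean of that plate's test compounds plus 3 SD, cut at about 27% in these data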;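 note: 0% = acetylcholine EC80 with DMSO and 100% = DMSO without agonist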
The depositor's hits bear a star.

| Compound | M1 ag parental | CHRM4 antagonist | CHO-K1 Ca antag | M5 ag | M1 PAM parental | M5 PAM | M4 ag | CHRM4 PAM | M5 antag |
| --- | --- | --- | --- | --- | --- | --- | --- | --- | --- |
| OC(c1cc(C(F)(F)F)nc2c(C(F)(F)F)cccc12)C1CCCCN1 (centres undefined) | 1.8 | 4 | 20 | 16 | -3 | -1 | 15 | 0 | 9 |
| CC(C)COC(=O)N(C)C[C@H]1OCc2cn(nn2)CCCC(=O)N([C@H](C)CO)C[C@@H]1C | -0.3 | -7 | -2 | 0 | 15 | -1 | 1 | 7 | 9 |
| Nc1cc(-c2cccc(Br)c2)nn1Cc1ccccc1 | 1.6 | -10 | -11 | 0 | 16 | -5 | 2 | 4 | 0 |
| COc1ccc(CCNC(=O)c2nnn(-c3ccc4c(c3)OCCO4)c2N)cc1OC | 2.9 | -4 | 5 | 4 | 11 | -16 | 8 | -6 | 8 |
| COc1ccc2ccccc2c1/C=N/NC(=O)c1ccc([N+](=O)[O-])cc1 | 0.0 | 7 | -16 | -4 | 10 | 9 | 2 | -4 | -5 |
| CCCC1=Nc2cc(C(=O)NCCCOC(C)C)ccc2Sc2ccccc21 | 0.0 | -9 | -8 | -14 | 15 | 8 | 0 | 2 | -11 |
| CCN(CC)C(=O)C12C(=O)Oc3ccccc3C1C2(C)C(=O)c1ccc(F)cc1 (centres undefined) | 0.9 | -2 | -11 | 1 | 18 | 12 | 0 | 6 | 1 |
| COc1ccc(C(=O)N2CCC3(CC2)NCCc2[nH]cnc23)cc1OC | 5.1 | 2 | -5 | -3 | 6 | -4 | 0 | 4 | 11 |
| CN(C)c1nc(Oc2ccc(/C=N/O)cc2)nc(N(C)C)n1 | -0.1 | 0 | -6 | -1 | 3 | 0 | -1 | 4 | 0 |
| c1ccc(COc2cccc(-c3cc4nc(NCCOc5ccccc5)ccn4n3)c2)cc1 | 0.2 | 8 | -8 | 2 | 7 | -1 | 2 | 0 | 3 |
| COc1ccc(-n2c(COc3cccc(C)c3)n[nH]c2=S)cc1 | 2.3 | 11 | 5 | 3 | 2 | 1 | 1 | -5 | -8 |
| CN(C)c1ccc(C(=O)OCC(=O)Nc2ccc(N3CCOCC3)cc2)cc1 | 0.5 | -2 | -17 | 6 | 24 | -3 | 1 | -4 | 10 |
| Cc1ccc(S(=O)(=O)NC(=O)Nc2cc(C)on2)cc1 | -0.2 | -1 | 19 | 2 | -12 | -4 | 0 | -2 | 1 |
| CCOc1ccccc1OCCCC(=O)OCC(=O)Nc1cccc(Cl)c1 | 2.3 | -3 | -7 | 1 | 5 | -5 | 2 | -5 | 5 |
| COc1cc(OC)c2c(-c3ccccc3)cc(=O)oc2c1C(CCN1CCOCC1)c1ccc2c(c1)OCO2 (centres undefined) | 2.2 | -16 | -6 | -2 | 14 | 1 | 5 | 6 | -4 |
| O=C(NOC(=O)c1c(F)cccc1Cl)c1ccc(Cl)c(Cl)c1 | 5.7 | 8 | -3 | 1 | 1 | -7 | 4 | -2 | 5 |
| CC(C)(C)c1cc(CSC(=S)NC2CCS(=O)(=O)C2)c(Br)c(C(C)(C)C)c1 (centres undefined) | -0.1 | 5 | -14 | 1 | 17 | 1 | 1 | -4 | 11 |
| Cc1cc(C)cc(N(CC(=O)Nc2ccc(Br)cc2)S(=O)(=O)c2c(C)[nH]c(=O)[nH]c2=O)c1 | 0.8 | 6 | -3 | 0 | 21 | 3 | 0 | -1 | -6 |
| C=CCCC(=O)Nc1nc(C)c(-c2csc(Nc3cc(Cl)ccc3OC)n2)s1 | 0.2 | 2 | -16 | 2 | 29 | 11 | 0 | 3 | -1 |
| COc1ccccc1CN1CC(C(=O)NCCCc2ccc(F)cc2)CCC1=O (centres undefined) | 0.5 | -6 | 0 | -1 | -1 | 2 | 2 | 11 | 8 |
| CC1CCc2nc(NC(=O)Nc3ccc4c(c3)OCO4)sc2C1 (centres undefined) | 0.7 | -4 | -17 | -2 | 6 | 0 | 0 | 0 | -2 |
| Cn1c(=O)oc2cc(S(=O)(=O)NCCN3CCN(c4ccccc4)CC3)ccc21 | 1.8 | -3 | -1 | 0 | 11 | -3 | 2 | 2 | 3 |
| CCOC(=O)C1(Cc2ccccc2C)CCCN(C(=O)c2ccc(COC)o2)C1 (centres undefined) | 1.1 | -17 | -5 | -1 | -10 | 2 | 4 | -3 | -7 |
| CN(C)S(=O)(=O)c1ccc(C(=O)OCCc2ccccc2)cc1 | 1.1 | 2 | -9 | 1 | 9 | 2 | 3 | -2 | 6 |
| Cc1ccc(-c2csc3ncn(CC(=O)N4CCOCC4)c(=O)c23)cc1 | 0.2 | 8 | -7 | -4 | 23 | 1 | 1 | 11 | 5 |

Profiles, looked up by structure. Order of values: M1 ag parental, CHRM4 antagonist, CHO-K1 Ca antag, M5 ag, M1 PAM parental, M5 PAM, M4 ag, CHRM4 PAM, M5 antag
`CC1CCc2nc(NC(=O)Nc3ccc4c(c3)OCO4)sc2C1` (centres undefined) reads 0.7, -4, -17, -2, 6, 0, 0, 0, -2
`COc1ccccc1CN1CC(C(=O)NCCCc2ccc(F)cc2)CCC1=O` (centres undefined) reads 0.5, -6, 0, -1, -1, 2, 2, 11, 8

(next part)
| Compound | M1 ag parental | CHRM4 antagonist | CHO-K1 Ca antag | M5 ag | M1 PAM parental | M5 PAM | M4 ag | CHRM4 PAM | M5 antag |
| --- | --- | --- | --- | --- | --- | --- | --- | --- | --- |
| Cc1csc(=O)n1CC(=O)OCc1cccc2ccccc12 | 1.1 | 5 | 3 | -4 | 15 | -2 | 0 | 5 | -5 |
| O=c1cc(N2CCC(Cc3ccccc3)CC2)[nH]c(=O)n1C1CCCCC1 | -0.1 | -4 | 5 | -1 | -3 | 0 | 1 | 0 | -3 |
| O=C(NCCO)c1c(-c2ccc3c(c2)OCO3)noc1-c1ccsc1 | 0.2 | -7 | -10 | 3 | 3 | 4 | 1 | 6 | -8 |
| O=C(NCc1nc2ncc(Br)cc2[nH]1)c1ccccc1 | 0.0 | -3 | 2 | -2 | -1 | 2 | 1 | 6 | 1 |
| CCN(CC)S(=O)(=O)c1ccc(NC(=O)COC(=O)CCc2cc(OC)c(OC)c(OC)c2)cc1 | 0.9 | -5 | 3 | 3 | -5 | 0 | 4 | 3 | -4 |
| Cc1ccc(S(=O)(=O)NC(N)=NCCc2ccccc2)cc1C | 0.3 | 10 | -4 | -2 | 19 | 3 | 0 | 0 | 0 |
| COC(=O)c1ccc(NC(=O)Cn2nc(SC)n(N)c2=S)cc1 | 0.2 | -4 | 5 | -2 | 9 | -2 | 1 | 5 | -10 |
| COc1ccc2c(c1)C(C)(Cc1ccc(C(=O)c3ccccc3)cc1)C(=O)N2 (centres undefined) | 2.3 | -1 | 11 | 3 | 5 | -6 | 8 | -2 | 7 |
| O=C(COc1ccccc1)N1CCN(S(=O)(=O)c2cccs2)CC1 | 1.6 | 0 | 10 | 4 | -5 | -11 | 6 | -2 | 8 |
| Cc1ccc(NC(=O)CSc2nnc(-c3ccccn3)n2C)cc1 | 0.0 | -1 | -13 | -6 | 22 | 0 | 1 | 1 | 1 |
| COc1ccc(CNS(=O)(=O)NCc2ccc(OC)c(OC)c2)cc1OC | 1.0 | 2 | 3 | 1 | -2 | -6 | 2 | -7 | 3 |
| CC1(C)CC(=O)C2=C(C1)NC1=C(C(=O)c3ccccc31)C2c1cccnc1 (centres undefined) | -0.1 | -6 | -8 | -2 | -2 | 1 | 1 | 3 | -11 |
| CC(=O)c1sc(NC(=O)CN2C(=O)C3CC=CCC3C2=O)nc1-c1ccccc1 (centres undefined) | 0.3 | 2 | 10 | 0 | -13 | -8 | 3 | 0 | 1 |
| O=C(CCN1C(=O)C2CCCCC2C1=O)Nc1nc(-c2ccccc2)cs1 (centres undefined) | 6.2 | 4 | 1 | 12 | 1 | -15 | 20 | -23 | 5 |
| CCNC(=O)C(=O)NCc1ccncc1 | -0.1 | -5 | -3 | 4 | 1 | -6 | 1 | 4 | -12 |
| CCOC(=O)Cc1csc(NC(=O)C(C)(C)CC)n1 | 0.8 | 4 | -4 | 1 | 10 | 1 | 1 | 6 | -3 |
| COc1ccc(N2CCN(C(=O)Cn3c(=O)[nH]c4ccsc4c3=O)CC2)cc1 | 0.6 | 5 | -8 | -6 | 9 | 12 | 1 | 0 | 8 |
| O=C1c2ccccc2C(=O)N1Cc1nc2ccccc2c(=O)n1CCCn1ccnc1 | 1.2 | 2 | -6 | -2 | 11 | 1 | 0 | -2 | 4 |
| CCc1nn(C)c2c(=O)c(=O)c2n(C)[nH]1 | 0.6 | -6 | -15 | 5 | 21 | -5 | 0 | -2 | 2 |
| CCn1cc(C(=O)N[C@@H](CCSC)C(=O)NCCO)c(=O)c2cc3c(cc21)OCO3 | 3.1 | 8 | -4 | 0 | 3 | -8 | 8 | -7 | 10 |
| [O-]/[N+](=C/c1ccc(F)cc1)c1ccccc1 | 0.2 | -7 | 0 | -1 | 8 | -2 | 0 | 6 | 3 |
| O=C(NCc1cccnc1)c1cccc(NS(=O)(=O)c2ccc(Br)cc2)c1 | 5.6 | -11 | -16 | 1 | 17 | -4 | 5 | 5 | 5 |
| CC(C)NC(=O)c1cc(-c2ccc(F)cc2OC(C)C)n[nH]1 | 0.9 | -10 | 8 | -1 | 9 | -5 | 3 | 8 | 5 |
| Cn1c(CCCOc2ccc(Cl)cc2Cl)nnc1SCC(=O)Nc1nccs1 | 11 | 3 | -7 | 0 | 22 | -3 | 2 | 0 | 13 |
| N=c1sc2ccccc2n1-c1ccccc1 | 4.5 | 22 | 1 | 0 | 10 | -13 | 14 | -23 | 27* |
| CC(=O)Nc1ccccc1C(=O)C(=O)Nc1cccc(C(=O)NCc2ccccc2)c1 | 2.4 | -1 | -5 | 0 | 7 | -8 | 5 | 4 | 5 |
| CCOC(=O)C1(C)CCCN1C(=O)c1c(F)cccc1F (centres undefined) | 0.1 | -4 | 7 | 1 | -8 | 0 | 0 | 2 | 2 |
| CCOc1ccccc1-c1nc(CN2CCN(C(=O)c3ccco3)CC2)c(C)o1 | 0.4 | 7 | -12 | 0 | -8 | -4 | 1 | -4 | 4 |
| CCCCc1nnc(NC(=O)C2CC(=O)N(c3ccc4c(c3)OCCO4)C2)s1 (centres undefined) | 0.9 | -3 | 4 | 1 | 0 | 4 | 2 | -2 | -1 |
| COc1cc(C(=O)N2c3ccccc3CC2C)cc(OC)c1OC (centres undefined) | 0.2 | -13 | -12 | -2 | 19 | -1 | 1 | 0 | 5 |
| O=C1Nc2ccccc2C12OCC1(CO2)COC2(OC1)C(=O)Nc1ccccc12 (centres undefined) | 0.9 | 2 | 0 | 3 | 8 | -6 | 5 | -1 | 3 |
| CN(C(=O)CN1C(=O)S/C(=C\c2ccccc2)C1=O)C1CCS(=O)(=O)C1 (centres undefined) | 0.5 | -1 | -2 | 0 | 0 | 4 | 1 | 6 | -1 |
| COc1cnc(-c2ccccn2)nc1Oc1cccc(C(F)(F)F)c1 | 0.0 | 3 | -14 | 1 | -3 | -4 | -1 | -7 | -5 |
| CCCCNC(=O)CN1C(=O)NC(Cc2ccccc2)(Cc2ccccc2)C1=O | 0.8 | -9 | 8 | -2 | -18 | -2 | 5 | -9 | -2 |
